12-LOX inh = Primary qHTS assay for inhibitors of human arachidonate 12S-lipoxygenase (ALOX12): Round 2. hit rate 1.1% among 580,000. Polyunsaturated fatty acid lipoxygenase ALOX12 (Homo sapiens), P18054. Potency, µM (doses to about 108 µM), for the others: at the top dose activity change, negative = inhibition, actives largely listed as inhibitors. purified 12hLO, xylenol orange hydroperoxide absorbance. AID 1671190, 2021; active = well fitted inhibition curve with a large enough effect; inconclusive = small, poorly fitted or top-dose-only effect, or another doubt; inactive = no such curve, though single readings can be large or run the other way
Target sequence (P18054 whole entry, looked up): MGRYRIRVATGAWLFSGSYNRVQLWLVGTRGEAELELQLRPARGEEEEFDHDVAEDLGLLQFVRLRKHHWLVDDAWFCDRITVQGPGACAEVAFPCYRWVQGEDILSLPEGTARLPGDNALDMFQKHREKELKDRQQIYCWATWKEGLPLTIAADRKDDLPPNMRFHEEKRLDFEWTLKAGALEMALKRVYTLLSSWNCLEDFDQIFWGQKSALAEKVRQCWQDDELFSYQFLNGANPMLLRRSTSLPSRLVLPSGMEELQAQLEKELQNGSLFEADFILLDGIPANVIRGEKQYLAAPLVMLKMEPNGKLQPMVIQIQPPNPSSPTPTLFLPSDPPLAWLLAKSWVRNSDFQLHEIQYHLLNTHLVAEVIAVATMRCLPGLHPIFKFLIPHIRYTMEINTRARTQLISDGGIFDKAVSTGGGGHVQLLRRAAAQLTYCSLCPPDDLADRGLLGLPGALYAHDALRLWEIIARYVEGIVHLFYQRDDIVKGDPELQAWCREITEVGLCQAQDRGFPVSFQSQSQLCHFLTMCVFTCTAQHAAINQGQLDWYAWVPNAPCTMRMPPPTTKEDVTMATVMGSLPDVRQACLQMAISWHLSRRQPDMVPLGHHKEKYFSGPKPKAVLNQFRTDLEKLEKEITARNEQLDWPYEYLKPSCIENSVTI
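Hydroperoxide product was detected by ferrous iron/xylenol orange as the 573 to 405 nm absorbance ratio. Arachidonic acid at 40 uM (final) was turned over for 30 min at room temperature by 150 nM human 12hLO, pH 7.0 Hepes buffer, after 15 min compound preincubation.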
* hit, by the source's call; ? = inconclusive; [ ] = remark or other dose. % is scaled to controls: 0 for no effect and ±100 for the full control effect; potency is read from the fitted curve at half-maximal effect. Only part of the results is shown. The share of hits here may be higher or lower than overall.

SMILES	12-LOX inh
Cc1ccc(C(=O)C(C)C(=O)c2ccc(C)c(C)c2)cc1C	?
CS(=O)(=O)N1CC2(CCCCN2CC2CC2)Cc2ccccc21 (stereo unspecified)	-1.2%[6.33 µM]
O=C(O)CCn1ncc2cc(OCC3CCN(c4nccc(C(F)(F)F)n4)CC3)ccc21	?
COc1ccc(C(C)N(C)Cc2nc(N3CCN(C(=O)c4ccco4)CC3)c3ccccc3n2)cc1 (stereo unspecified)	?
COCCOC1CCOC2(CCN(C(=O)CCc3ccccc3)CC2)C1 (stereo unspecified)	11.3%
CCn1c(SCC(=O)Nc2ccc3c(c2)OCO3)nc2cc(C)[nH]c2c1=O	47.0%[activator]
Cc1ccc2oc(-c3cccc(NC(=O)c4ccc([N+](=O)[O-])o4)c3C)nc2c1	-5.9%
CC1CCN(S(=O)(=O)c2cn(CC(=O)Nc3ccc(-c4ccno4)cc3)cn2)CC1	-8.0%
CC(C)c1ccc(CN2C[C@@H]3[C@H](C2)N(Cc2ccccc2)C(=O)C(C)(C)[S+]3(=O)[O-])cc1	5.6%
O=C(NCCCN1CCCCC1)c1cc(-c2ccncc2)nc2ccccc12	-1.3%
Cc1ccc2oc(=O)cc(CSc3nc(C)cc(C)c3C#N)c2c1	60.7%[activator]
COc1ccc([C@H]2C[C@@H](O)[C@@H](O)[C@@H]2NC(=O)COc2ccccc2)cc1	12.2%[176 µM]
COc1ncccc1-c1cn(C)c(=O)n2cc(CN3CC[S+](=O)([O-])CC3)nc12	4.2%[176 µM]
O=C(Nc1ccccc1F)c1cc2cc(Br)ccc2oc1=O	22.3%
CC(=O)c1[nH]c2ccccc2c1C	10.0%
Cn1cnc([S+](=O)([O-])N2CCC3CC(=O)NCCC3C2)c1 (stereo unspecified)	-10.3%[6.33 µM]
Cc1cc(N2CCC3(CC2)NC(=O)CC3C(=O)O)nc(N)n1 (stereo unspecified)	67.4%[activator]
COc1ccc(-n2nc(C3CCCN(C(=O)Nc4ccc(Cl)cc4)C3)[nH]c2=O)cc1 (stereo unspecified)	?
COc1ccc2ccc(OCc3nc(C(=O)N4CC(N5CCCCC5)C4)co3)cc2c1	?
CC(C)Cc1nc(N2CCN(C(=O)C(=O)NCCCO)CC2)c(C#N)c2c1CCCC2	19.7%
O=C(NCCCc1ccccc1)C1CCN(C(=O)c2ncn3c2COC(c2ccc(F)cc2)C3)CC1 (stereo unspecified)	13.1%
O=C(NCC1(O)CCCN(C(=O)c2cccs2)CC1)N1CCOCC1 (stereo unspecified)	27.1%
COC(=O)c1ccccc1S(=O)(=O)N1CCC(C(=O)NCCc2ccccn2)CC1	4.7%
CC(C)c1ccc(NC(=O)C2(Cc3cccnc3)CCCCC(=O)N2)cc1 (stereo unspecified)	7.9%
COc1nc(C(=O)NC2(c3ccccc3)CCC2)cc2ccccc12	-12.5%
Cc1cccc(-c2ocnc2C(=O)Nc2ccc(C)cc2C)c1	13.8%
O=C1Nc2cnccc2C2(CCN(C(=O)c3ccccc3F)C2)O1 (stereo unspecified)	24.3%[176 µM]
c1ccc(CNc2nc(-c3ccccc3)no2)cc1	16.5%
Cc1ccc2c(Cl)cc(Cl)c(OCC(=O)NC(N)=O)c2n1	-29.6%
CC(C)Sc1nc2c(c(=O)[nH]c(=O)n2C)n1Cc1ccccc1Cl	?
COC(=O)c1c(C)[nH]c(C(=O)COc2ccc3c(-c4ccccc4)cc(=O)oc3c2)c1C	-11.3%
CCCCC(=O)Nc1oc2c(C)cccc2c(=O)c1-c1ccccc1	-12.1%
COC(=O)Nc1ccc(-c2nc(N3CCOCC3)c3cnn(C4CCN(Cc5cccnc5)CC4)c3n2)cc1	3.0%[57.4 µM]
NC(=O)c1cc2ccccc2nc1N	4.0%
O=C(CCc1ccc(F)c(F)c1)N1CC=C(c2c[nH]c3ncccc23)CC1	?
O=C(CN1CCCCCCC1)N1CCn2cncc2C1	92.1%[activator]
Cn1cc(CC(=O)N2CCCc3ncc(C(=O)Nc4cccnc4)cc32)c2ccccc21	3.5%[176 µM]
COC(=O)[C@]12CCCCC=C1N(CCc1ccc(OC)c(OC)c1)C(=O)[C@H](CC(=O)N1CCC(c3ccccc3)CC1)C2	3.3%
COCCN(CCCO)Cc1ccco1	-29.7%
O=C(C1CCC1)N1CCC2(CC1)NCCc1c2[nH]c2ccccc12	11.7%

(listing goes on)
Structure,12-LOX inh
COc1cccc(CN2CCC(C(Cc3ccccc3F)N(C)C(=O)c3cccs3)CC2)c1O (stereo unspecified),10.4%
CN1C(=O)C(CC(=O)Nc2ccccc2)=C2CCCCC21 (stereo unspecified),18.7%
c1cncc(CN2CCOC[C@H]2c2ncc(-c3cccnc3)[nH]2)c1,11.7%[176 µM]
CCCOc1cc(OCCC)cc(C(=O)Nc2cccc(-c3nc4ncccc4o3)c2)c1,-0.3%
Cc1nc2cc(NC(=O)C3CCCCC3)ccc2o1,-23.5%
COC(=O)COCC(=O)NC[C@@H]1C=C(C)[C@H](CC(=O)NCc2ccc(F)cc2)C[C@H]1C(C)C,-4.0%
O=C(Nc1cn[nH]c1-c1nc2ccc(CN3CCOCC3)cc2[nH]1)NC1CC1,?
Cn1cccc1C(=O)NC1CCCN(c2cc(-c3ccc(F)cc3)[nH]n2)C1 (stereo unspecified),46.7%[activator]
CCCCc1nc(-c2ccc(-c3ccc(C)cc3)nc2OC)no1,-1.5%
CCC(CC)NC(=O)c1ccc2c(c1)N(S(C)(=O)=O)CC2,10.9%
Cc1ccc(F)cc1-n1nc(-c2c(C)nc3scc(CC(=O)N4CCOCC4)n3c2=O)cc1C,11.9%
CC1(CN2CCC(n3c(=O)[nH]c4ccccc43)CC2)OCc2ccccc2-n2cccc21 (stereo unspecified),0.0%
COCc1nncn1C1CCN(S(=O)(=O)c2ccc(OC)c(Cl)c2)CC1,8.6%
Clc1ccc(OCCN2CCN(Cc3nc(C4CC4)no3)CC2)cc1,-25.3%
O=C(Cc1cccn1-c1ccc(Cl)cc1)N1CCCC1,-19.8%
Cc1cc(F)cc(CC(=O)O)c1,?
c1cncc(CN2CCn3c(nnc3C3CCCNC3)C2)c1 (stereo unspecified),?
CCN1C(=O)S/C(=C/c2cn(CC(=O)OC)c3ccccc23)C1=O,-16.6%
COCc1nc(C2CCN(C(=O)CCc3c[nH]c4ccccc34)C2)no1 (stereo unspecified),3.0%
C=C1CC2COC(=O)C2(Cc2ccc3ccccc3c2)C1 (stereo unspecified),?

In another format: entries from further up.
12-LOX inh | molecule
-23.5% | Cc1nc2cc(NC(=O)C3CCCCC3)ccc2o1
-4.0% | COC(=O)COCC(=O)NC[C@@H]1C=C(C)[C@H](CC(=O)NCc2ccc(F)cc2)C[C@H]1C(C)C
? | O=C(Nc1cn[nH]c1-c1nc2ccc(CN3CCOCC3)cc2[nH]1)NC1CC1
46.7%[activator] | Cn1cccc1C(=O)NC1CCCN(c2cc(-c3ccc(F)cc3)[nH]n2)C1 (stereo unspecified)
-1.5% | CCCCc1nc(-c2ccc(-c3ccc(C)cc3)nc2OC)no1
10.9% | CCC(CC)NC(=O)c1ccc2c(c1)N(S(C)(=O)=O)CC2
11.9% | Cc1ccc(F)cc1-n1nc(-c2c(C)nc3scc(CC(=O)N4CCOCC4)n3c2=O)cc1C
0.0% | CC1(CN2CCC(n3c(=O)[nH]c4ccccc43)CC2)OCc2ccccc2-n2cccc21 (stereo unspecified)
8.6% | COCc1nncn1C1CCN(S(=O)(=O)c2ccc(OC)c(Cl)c2)CC1
-25.3% | Clc1ccc(OCCN2CCN(Cc3nc(C4CC4)no3)CC2)cc1
-19.8% | O=C(Cc1cccn1-c1ccc(Cl)cc1)N1CCCC1
? | Cc1cc(F)cc(CC(=O)O)c1
? | c1cncc(CN2CCn3c(nnc3C3CCCNC3)C2)c1 (stereo unspecified)
-16.6% | CCN1C(=O)S/C(=C/c2cn(CC(=O)OC)c3ccccc23)C1=O

Carrying on.
Structure,12-LOX inh
CCOc1ccccc1CN1CCN(c2ccc(C#N)cn2)CC1CCO (stereo unspecified),?
Cn1cccc1C(=O)N1CCCCCCNC(=O)[C@@H]2CCC[C@@H]21,49.6%[activator]
COc1cccc(CN2C(=O)C3(CCOCC3)CC2c2nnnn2C(C)(C)C)c1 (stereo unspecified),27.6%
CCC(C(=O)Nc1ccccc1OCc1cc(=O)n2ccc(C)cc2n1)c1ccccc1 (stereo unspecified),10.7%
CN(CCOc1ccc(Br)cc1)C(=O)CSc1nnc(-c2ccc(Cl)cc2)n1C,-27.6%
O=C(NCc1cccc(Cl)c1)Nc1ccccc1Cl,-26.0%
Cc1cn2cc(C(=O)NCc3cn4c(n3)SCC4)ccc2n1,105.4%[activator]
O=C(NCc1cccnc1)C1CCN(S(=O)(=O)c2cccc(OC(F)(F)F)c2)CC1,42.5%
O=C1NC(C(=O)NC2CCN(Cc3ccccc3)CC2)Cn2cccc21 (stereo unspecified),6.9%
CN(C)C[C@@H]1CN(Cc2ccccn2)C[C@H]1NC(=O)c1ccc(Cl)cc1,17.5%
COc1cc2cc(CN3CCC[C@H]3CO)c(-c3cccc(Cl)c3)nc2cc1OC,0.8%
O=c1n(-c2ccc([N+](=O)[O-])cc2)nc2n1CCN(Cc1ccccc1)C2,-11.3%
COc1ccc(F)c(CN2CCCC(O)(CN3CCC(C(N)=O)CC3)C2=O)c1 (stereo unspecified),-20.9%
C=CCN(CCSc1ccccc1)C(=O)c1cnc(NCC)nc1,16.7%
COCCOc1ccc(C(=O)N[C@@H]2CN(C(=O)Nc3cccc(OC)c3)CCC[C@H]2O)cc1,-12.1%
CNC(=O)N1CCC(C2CCN(C(=O)Cc3c(F)cccc3Cl)C2)CC1 (stereo unspecified),25.9%
O=C(NC1CCS(=O)(=O)C1)c1n[nH]c(=O)c2ccccc12 (stereo unspecified),13.8%
CNC(=O)C1CCN(CC(=O)N(C)CC(=O)Nc2ccc(Cl)c(C(F)(F)F)c2)CC1,1.1%
O=C(c1ccc(=O)[nH]n1)N1C[C@H]2OC(=O)N(CCCN3CCOCC3)[C@H]2C1,?
Cc1cccc(N2CCN(C(=O)CC3CCCCN(Cc4ccccc4)C3=O)CC2)c1 (stereo unspecified),7.2%
C=CCNC(=O)[C@@H]1Cc2cn(Cc3nccn3C)c3cccc(c23)[C@H](CC(C)C)N1,103.6%[activator][176 µM]
CCn1ccc(C(=O)NC2CCN(C(=O)N3CC4CC(C3)[C@H]3CCCC(=O)N3C4)CC2)n1 (stereo partly specified),29.4%
CC1CCC(C)[S+]1c1cc(O)ccc1O (stereo unspecified),10µM*
CN(C)C[C@@H]1CN(c2ccncn2)C[C@H]1NC(=O)c1ccc(Cl)s1,21.6%
Cc1cccc(C(=O)Nc2cccc(-c3nc4ccccc4o3)c2)c1,0.5%
CCCCCC/C(=C\C=N\NC(N)=O)c1ccccc1,-8.9%
Cc1ccc(-c2ccnc(-n3ncc(C(=O)N4CCCCC4c4cccnc4)c3C3CC3)n2)o1 (stereo unspecified),28.4%
CCn1nc(C(=O)OCC#N)c2ccccc2c1=O,6.0%
Nc1nccc(-c2ccc([N+](=O)[O-])cc2)n1,-27.5%
O=C(CSc1nc(=O)n(Cc2ccco2)c2c1CCC2)NC1CCCCC1,-2.8%
CN(CCc1ccccn1)[C@@H]1[C@H](O)[C@H](CO)O[C@@H]1CNC1CCOCC1,?
Cc1ncsc1CN1CCCCCCNC(=O)CC1,-6.1%
Cc1noc2c(-c3cccnc3NCC3CCOCC3)cc(-c3ccccc3)nc12,-7.4%[176 µM]
CC(=O)c1c(C)[nH]c(C(=O)Cn2nnc(-c3ccc(C(C)C)cc3)n2)c1C,15.8µM*
CCn1nnc(-c2cccc(NS(=O)(=O)NCc3ccccc3)c2)n1,15.0%
O=C(c1ccccc1)N1CCC(N2CC3CC(C2)[C@H]2CCCC(=O)N2C3)CC1 (stereo partly specified),9.5%
COc1ccc(-c2nnc(C(C)OC(=O)c3[nH]c(C)c(C(C)=O)c3C)o2)cc1 (stereo unspecified),22.2%
O=C(CN1CCOc2c(O)cc(-c3csc4ccccc34)cc2C1)N1CCOCC1,11.3%
CCCC[C@@H](C=O)NC(=O)[C@H](CC(C)C)NC(=O)OCc1ccccc1,?
COc1ccc(C(=O)NC2CCN(c3cc(-c4cccs4)[nH]n3)CC2)cc1,-10.0%
O=C(NCc1ccc(C(F)(F)F)cc1)C1CCCN(c2nc3ncccc3o2)C1 (stereo unspecified),56.1%[activator]
CS(=O)(=O)N1CCCN(C(=O)CCc2ccccc2)c2ccccc21,43.1%[activator]
CCCn1nc(C(=O)NCC)c2ccccc2c1=O,5.4%
O=c1cc(CSc2nnnn2-c2ccccc2)[nH]n1-c1ccc(F)cc1,17.8µM*
COc1ccc(-c2nc(-c3nnn4c3COC(c3ccc(Cl)cc3)C4)no2)cc1 (stereo unspecified),15.9%
CC[C@H]1CN(C(=O)C2CC2)CC[C@H]1CC(=O)NCc1ccc2c(c1)OCO2,73.8%[activator][176 µM]
O=C(Nc1cccnc1)[C@@H]1C[C@@H](c2ccc(F)cc2)N(Cc2ccccc2)C1,-4.5%[176 µM]
COCC(=O)N[C@H](C)c1onc(-c2cccnc2)c1C(=O)O,7.9%[176 µM]
Cc1noc(C)c1CC(=O)N1CCc2nnc([C@@H]3C[C@@H](O)CN3C(C)C)n2CC1,2.1%
COc1ccc(-c2cc(N3CCCC(NC(=O)c4ccc(F)cc4F)C3)n[nH]2)cc1 (stereo unspecified),12.9%
CCC(C)NC(=O)Cn1c(-c2ccccc2)cc2ccccc21 (stereo unspecified),-21.4%
COC(=O)c1cc(-c2ccccn2)nc2ccccc12,?

Assay outcomes (PubChem)
